From PubChem
HSF1 inh: HSF1 inhibition; NIH3T3-HGL HSE-luciferase, MG132-induced, luminescence 8 h; stronger effect = lower value; activity change, negative = inhibition, % at 7.5 µM (by protocol); actives 0.77% (n = 300,000);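 active = more than half of replicate wells show activity change below -50%, luminescence cut by over half; inconclusive = some wells, but at most half, below -50%; inactive = no replicate well below -50%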;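 note: luciferase reports HSF-1 transcriptional activity via heat shock element; 0% = median of DMSO wells and -100% = zero luminescence signal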
HIF activator: HIF pathway transcriptional activation; actives 0.32% (n = 300,000); activation, % at 7.5 µM (by protocol); U2OS HRE-luciferase reporter, luminescence; normalized: DMSO 0%, desferrioxamine 100%;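 active = mean activation of at least 10% of the iron chelator positive control signal, with at least half of replicates also reaching 10%; inconclusive = mean and replicate majority disagree about reaching 10%; inactive = mean and most replicates under 10%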
HSF1 activator: increases HSF-1 driven luciferase reporter signal | activation, % at 9 µM | actives 1.7% (n = 300,000) | NIH3T3-HGL HSF-1 luciferase reporter, MG132, 8 h; 100% = twice DMSO control signal | AID 504408;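 active = mean replicate activation of at least 50% with a set share of replicates each reaching 50%; inconclusive = only one of those two conditions met; inactive = mean below 50% and too few replicates reaching it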;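 note: 0% = median of the neutral control wells and 100% = twice that signal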
IEC-6 cytotox: IEC-6 cytotoxicity, counter-screen for KLF5 inhibitors; luminescence viability; inhibition, % at 5 µM; actives 0.78% (n = 290,000); AID 1825; in the data active = inhibition above about 22%;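 note: 0% = plate median of test compound wells and 100% = cytotoxic reference compound wells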
HSP90 inh: blocks HSP90-mediated luciferase refolding in reticulocyte lysate. actives 0.91% (n = 290,000). AID 1789. Rabbit reticulocyte lysate, luciferase refolding luminescence, 3 h. inhibition, % at 5.6 µM;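 active = inhibition above the screen-wide mean plus 3 SD, computed separately per campaign, cut at about 16% in these data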;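 note: 0% = DMSO wells and 100% = 60 µM geldanamycin wells; inhibitors lower the luminescence because luciferase stays unfolded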
HDAC3 inh: blocks human histone deacetylase 3; actives 0.15% (n = 320,000); inhibition, % at 8.3 µM; recombinant HDAC3, fluorogenic peptide/trypsin coupled, fluorescence; in the data active = inhibition above about 26%, passing the limit was not always enough; inconclusive = no clear call, values can overlap the other calls
Target sequence (O15379 whole entry, looked up): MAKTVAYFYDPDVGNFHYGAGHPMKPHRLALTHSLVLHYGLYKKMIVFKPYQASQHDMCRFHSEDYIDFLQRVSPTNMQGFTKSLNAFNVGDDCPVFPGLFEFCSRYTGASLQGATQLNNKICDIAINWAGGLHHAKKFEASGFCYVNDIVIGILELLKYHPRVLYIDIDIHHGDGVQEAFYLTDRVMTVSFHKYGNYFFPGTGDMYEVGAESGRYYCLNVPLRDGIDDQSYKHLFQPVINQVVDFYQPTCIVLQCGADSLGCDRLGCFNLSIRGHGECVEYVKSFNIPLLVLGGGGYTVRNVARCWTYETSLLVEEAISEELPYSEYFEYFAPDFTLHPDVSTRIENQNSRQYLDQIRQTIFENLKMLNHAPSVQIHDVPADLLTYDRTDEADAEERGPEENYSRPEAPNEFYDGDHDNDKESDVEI
AI-2 QS modul: modulators of Vibrio harveyi AI-2 quorum sensing system. Vibrio harveyi JMH597 AI-2 luminescence/OD600 ratio, 9 h; stronger effect = lower value; strain lacks LuxN and CqsS sensors; 0 = neutral-control median. activity change, % at 7.5 µM. actives 0.4% (n = 300,000); in the data active = activity change below about -75%, passing the limit was not always enough; inconclusive = no clear call, values can overlap the other calls;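 note: luminescence divided by OD600 gain over 9 h not by final OD600 alone; inactives centre near 13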
KLF5 inhibitor: inhibitors of KLF5 expression. actives 0.23% (n = 290,000). inhibition, % at 5 µM. AID 1700. DLD-1 KLF5 promoter-luciferase reporter, luminescence;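 active = inhibition above a per-plate limit of that plate's mean compound inhibition plus 3 SD, cut at about 60% in these data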;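 note: 0% = DMSO wells and 100% = LY294002 at 200 µM; higher means less KLF5 promoter-driven luciferase light; inactives centre near -14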
Platelet DG rel: modulates dense granule release in human platelets; human platelet-rich plasma, SFLLRN dense granule ATP release, luminescence; inhibition, %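 (compounds screened at 7.5 µM in platelet-rich plasma)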; actives 0.22% (n = 300,000);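 active = mean replicate score, as percent of positive control, at or above 50; inconclusive = mean below 50 but at least one replicate at or above 50; inactive = mean and every replicate below 50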
aSyn UTR inh: 5' untranslated region of α-synuclein, MLPCN primary screen | alpha-synuclein 5'UTR reporter, inhibitor activity | inhibition, % (tested at 7.5 µM) | actives 0.82% (n = 300,000); in the data active = inhibition above about 60%; inconclusive = no clear call, values can overlap the other calls;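 note: H4 neuroglioblastoma cells stably carrying SNCA 5'UTR luciferase fusion; 0% = DMSO wells and 100% = positive control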
* = called active by the depositor; ? = inconclusive; / = no result given.

Compound	HSF1 inh	HIF activator	IEC-6 cytotox	HSP90 inh	HSF1 activator	AI-2 QS modul	HDAC3 inh	KLF5 inhibitor	Platelet DG rel	aSyn UTR inh
COc1ccc(NC(=O)/C(=C\c2cc(OC)c(OC)cc2[N+](=O)[O-])NC(=O)c2ccccc2)cc1	-8	0.0	3	-2	6	12	-1	-16	-2	-14
CCCN(Cc1ccccc1)C(=S)Nc1ccc(C(C)=O)cc1	-28	0.8	-2	-7	-34	2	6	-55	11	-25
CCOc1cccc(/C=C/c2cc(C(=O)O)c3ccccc3n2)c1OC	15	0.9	2	5	36	26	8	-22	1	-2
CCC(=O)N(Cc1cc(=O)[nH]c2ccccc12)c1ccccc1	-5	0.2	-4	-1	3	-1	11	16	-8	10
CCOc1ccccc1C(=O)NC(C(=O)OCC(=O)Nc1nnc(-c2ccccc2)o1)C(C)C (centres undefined)	-12	-0.9	-3	-2	13	12	-4	-25	11	-20
Cc1cc(-n2nc(C)cc2C)n2ncc(-c3ccccc3)c2n1	-1	2.1	1	-2	14	9	6	-59	-3	-74
CCOC(=O)C1C(CC)NC(=S)NC1(C)O (centres undefined)	-6	-0.6	2	4	1	?	9	-36	0	6
CCCCN1C(=O)CCC(C(=O)O)C1c1ccccc1 (centres undefined)	1	-2.4	2	-1	-6	6	-4	6	0	5
COc1ccc(C)cc1N(CC(=O)N1CCCC1)S(=O)(=O)c1ccccc1	-5	-28	-7	3	14	/	2	-32	-8	-7
O=c1cc(N2CCc3ccccc3C2)[nH]c(=O)n1Cc1ccc(F)cc1	14	0.0	10	5	28	23	-1	5	0	11
CC1CCN(C2CCN(S(=O)(=O)c3ccc(C(F)(F)F)cc3)CC2)CC1	-11	3.0	7	1	-18	-11	3	-19	-8	24
Cc1cc(C)c(S(=O)(=O)NC2CC(C)(C)NC(C)(C)C2)cc1C	-14	-4.1	2	-1	-8	/	-2	-20	22	2
CC1(C)CC(=O)C(C=NCCN2CCN(CC(=O)Nc3ccc(F)cc3)CC2)=C(O)C1	3	-0.6	-6	0	-3	1	0	-8	0	9
O=Cc1ccc(N2N=C(c3ccccc3)CC2c2ccccc2)cc1 (centres undefined)	2	-1.5	2	4	8	30	-3	-7	-10	4
Cc1ccc(Sc2cc(N3CCOCC3)nc(-c3ccccc3)n2)cc1	-13	-0.1	-2	0	-19	-2	2	-34	7	30
Cc1ccc(NC(=O)c2ccccc2Cl)cc1-n1cnnn1	-2	0.1	2	4	19	-4	0	-56	2	-30
COc1ccc(-c2cn[nH]c2C)cc1	-11	0.7	-6	2	-7	5	4	-10	-2	14
O=C(CC1(O)C(=O)Nc2ccccc21)c1ccccc1O (centres undefined)	-3	-0.4	4	3	7	21	-3	-15	7	11
COc1ccc(N(C(=O)CNC(=O)c2ccco2)C(C(=O)NCC2CCCO2)c2ccccc2)cc1Cl (centres undefined)	-3	-0.1	4	-2	7	19	-1	-40	-1	-17
CC1=CC2=NC(=O)/C(=C\c3cccn3CCOc3cc(C)ccc3C)C(=N)N2O1	-3	0.2	14	53*	-7	28	0	-6	-5	-13
COC(=O)CC1C(=O)NCCN1C(=O)CSc1nnnn1-c1ccc(Cl)cc1 (centres undefined)	1	-0.9	1	-2	13	36	-4	-52	1	-15
COc1ccc(NC(=O)/C(C#N)=C/c2cc(C)n(-c3ccc(N4CCOCC4)c([N+](=O)[O-])c3)c2C)cc1	6	-0.6	-6	-3	44	22	/	-30	-8	33
CCOc1ccccc1Cn1c(=O)oc2ccc(C)cc21	/	/	-1	0	/	/	0	0	/	/
O=S(=O)(c1ccccc1)c1cnn(-c2ccccc2)c1-c1ccc(Cl)cc1	-3	-0.1	-5	1	-17	38	0	-31	-1	21
O=C(CSc1nnc(CCCO)n1-c1ccccc1)Nc1nccs1	-6	-0.1	-5	1	-5	16	-2	-9	21	-19

Next section
Compound	HSF1 inh	HIF activator	IEC-6 cytotox	HSP90 inh	HSF1 activator	AI-2 QS modul	HDAC3 inh	KLF5 inhibitor	Platelet DG rel	aSyn UTR inh
CC1(C)CC(c2nc(-c3ccc(Cl)cc3)cs2)CCS1 (centres undefined)	3	0.3	-10	-2	13	50	6	-21	-4	12
COC(=O)C(CO)NC(=O)C(C)NC(=O)CNC(=O)OCc1ccccc1 (centres undefined)	-3	0.1	0	0	-13	-1	-2	-2	6	-7
CCOC(=O)C(NCc1ccccc1OC)(NC(=O)c1ccccc1)C(F)(F)F (centres undefined)	-17	0.0	5	6	-28	/	1	13	/	-29
OCCNCCNCc1ccccc1OCc1ccccc1	-2	-0.4	-2	3	-15	16	-3	-13	1	-12
COc1ccccc1CNS(=O)(=O)c1ccc(-c2cnc(C3CC3)o2)cc1	-12	-0.4	69*	-2	-13	23	-2	55	10	61
O=C(CCSCCC(=O)NCC1CCCO1)NCC1CCCO1 (centres undefined)	-4	-0.4	4	0	14	16	-2	-25	0	12
Cc1cccc(OCc2nnc(SCC(=O)Nc3sc(C)c(C)c3C#N)n2C)c1	1	0.0	2	5	15	18	2	1	-5	6
O=S(=O)(c1cnc[nH]1)N1CCN(C(c2ccc(F)cc2)c2ccc(F)cc2)CC1	-5	/	-4	2	4	32	9	-2	9	-15
N#CCc1ccc(NC(=O)Cn2c(=O)oc3ccccc32)cc1	0	-1.1	-3	0	-6	15	-2	-28	2	-9
CC(C)CN1C(=O)C(=O)N(CC(=O)N2CCC(Cc3ccccc3)CC2)C1=O	-3	0.3	-3	-4	4	31	0	-23	-1	3
COc1ccc(-c2noc(=O)n2Cc2ccc(F)cc2Cl)cc1	13	0.4	12	6	11	1	11	-27	-4	-8
O=C(Nc1cc([N+](=O)[O-])ccc1N1CCCC1)c1ccco1	/	/	1	-1	/	24	3	-14	/	/
CCC(C)(C(=O)NC1CCCC1)N(Cc1cccs1)C(C)=O (centres undefined)	5	-0.2	-7	-1	9	9	-5	-8	4	2
Cc1cc(OC(C)C(=O)N2CCN(c3ccc(F)cc3)CC2)c2c(C)c(C)c(=O)oc2c1 (centres undefined)	-7	-1.5	4	-2	-2	5	-4	-4	-10	4
Cc1cccc2nc(CSc3nc4ccc([N+](=O)[O-])cc4[nH]3)cn12	-4	0.4	7	-3	-24	-56	1	-2	21	17
Cc1ccc2c(C)c(C(=O)Nc3ccc(S(=O)(=O)Nc4onc(C)c4C)cc3)oc2c1	3	-0.2	-6	-6	2	12	7	-26	7	-3
O=S(=O)(c1ccc(Cl)c(C(F)(F)F)c1)N1CCN(CC(O)COCC2CCCO2)CC1 (centres undefined)	3	-0.4	-3	-2	-10	28	-9	-21	2	4
CC(C)CN1C(=O)c2ccccc2C1(O)Cc1ccccc1 (centres undefined)	-1	0.2	2	-1	-1	9	0	-12	1	21
COc1ccc(NS(=O)(=O)c2ccc(-n3nnc4ccccc43)c([N+](=O)[O-])c2)cc1	4	-0.1	-3	-4	5	26	5	-17	1	16
Cc1ccc(/C=N\NC(=O)CNC(=O)C23CC4CC(CC(C4)C2)C3)o1	-7	0.0	-8	0	-1	16	2	-36	-5	-12
O=C(Nc1ccc(F)cc1)c1nsc(Cl)c1Cl	14	2.6	1	-3	49	18	4	-119	-19	-178
CCOC(=O)c1c(NC(=O)C(NCCN(C)C)c2ccccc2)sc2c1CCCC2 (centres undefined)	3	-0.5	3	23*	10	-2	10	-7	-14	34
COC(=O)CN1C(=S)N(c2ccc(F)cc2)C(=O)C1CC(=O)Nc1ccccc1 (centres undefined)	0	-0.1	-5	0	11	14	-5	-7	-5	-17
NCCc1nnc(SCc2c(Cl)cccc2Cl)o1	-2	-0.9	-2	-2	4	6	0	5	3	-9
CCOC(=O)Cc1csc(NC(=O)COc2ccc3c(C)cc(=O)oc3c2)n1	-1	-0.1	-10	4	-12	28	-3	0	-12	5

Next structures.
Compound	HSF1 inh	HIF activator	IEC-6 cytotox	HSP90 inh	HSF1 activator	AI-2 QS modul	HDAC3 inh	KLF5 inhibitor	Platelet DG rel	aSyn UTR inh
CCCCOC(=O)C1[C@H]2C(=O)N(CCc3ccccc3)C[C@]23C=C[C@H]1O3 (some centres undefined)	1	/	-1	0	10	26	0	-18	0	7
O=C1CN(C(=O)c2cccc(Br)c2)c2ccccc2N1	-8	3.5	38*	2	-24	25	7	4	8	-85
O=C(Nc1nc2nccc(-c3ccccc3)n2n1)C(Cl)(Cl)Cl	2	0.3	-3	-1	19	32	3	-12	-7	-10
O=C(CN1CCN(S(=O)(=O)c2ccc(F)cc2)CC1)NCc1cccs1	2	0.0	/	/	4	15	-3	/	-5	4
Cc1ccc(C(=O)Cn2nnc(-c3cccs3)n2)cc1	12	3.4	0	-2	26	-62	0	-10	2	-32
CC1CCN(C2=C(NS(=O)(=O)c3ccc(Br)cc3)C(=O)c3ccccc3C2=O)CC1	17	0.5	4	-2	19	27	-1	-91	-2	22
CCCCN(C(=O)CSc1n[nH]c(-c2ccc(C)cc2)n1)c1c(N)n(CCCC)c(=O)[nH]c1=O	-5	-0.2	/	/	5	9	-1	/	13	13
O=C1CCC(=O)N1CCc1c[nH]c2ccccc12	5	-0.3	-5	-2	-12	19	-1	-14	-19	-20
Cc1ccc(C)n1-n1cnc2sc(-c3ccccc3)cc2c1=O	12	1.0	6	1	48	27	3	-53	2	10
Cc1ccc(S(=O)(=O)Nc2ccc3c(c2)nc(CN2CCCC2)n3C)cc1	-3	0.2	5	6	-2	18	-9	-11	4	1
CCCCN(CCCC)S(=O)(=O)c1ccc2[nH]c(=O)[nH]c2c1	-2	-0.1	0	-1	-6	6	10	-12	-3	11
COc1ccc(CCNC(=O)C(=O)NCC2OCCN2S(=O)(=O)c2ccc(OC)c(OC)c2)cc1 (centres undefined)	11	-0.1	-4	0	43	11	-1	5	10	-11
FC(F)(F)c1cccc(NC(=S)Nc2ccc(Cl)c(Cl)c2)c1	-6	1.5	5	-2	-3	?	5	-13	2	-18
Cc1ccc(NCc2nnc(SCCN3CCCCC3)n2CC2CCCO2)cc1Cl (centres undefined)	-5	-0.6	1	0	2	14	1	1	-3	19
O=C(Cc1nnc(NC(=O)Nc2ccccc2)s1)NCc1ccccc1	-3	-0.4	0	1	2	29	-7	-5	0	0
O=C(Nc1ccc2ccccc2c1)Nc1ccc2snnc2c1	-7	-0.9	-1	-2	2	-63	11	-16	/	-11
Cc1ccc(N2CCN(CC(O)COc3ccccc3)CC2)cc1 (centres undefined)	-1	-1.1	-2	-5	3	24	-4	-38	-1	10
CC(C)C[C@@H](NC(=O)C1CCC(CNC(=O)[C@H](Cc2ccccc2)NC(=O)OC(C)(C)C)CC1)C(=O)O (some centres undefined)	1	1.3	3	-4	-4	18	/	-38	3	1
O=C(CSc1n[nH]c(-c2ccccn2)n1)Nc1ccc(F)cc1	6	-0.2	13	0	26	64	-3	22	-5	73*
Cn1c2ccc(F)cc2c2ncn(CCCN(CCO)CCO)c(=O)c21	6	0.1	-2	-2	14	5	-20	-30	8	-52
C/C=C(\C)C(=O)OC1c2c(ccc3ccc(=O)oc23)OC(C)(C)C1OC(C)=O (centres undefined)	8	0.7	10	3	12	8	2	-2	-3	17
